EP2 antag: blocks the human prostaglandin E2 receptor EP2 | AID 1422 | P43116 | 260,000 tested, 0.52% active | C6 glioma cells expressing human EP2, cAMP TR-FRET; cells stimulated with saturating PGE2 | inhibition, % at 25 µM;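 active means percent inhibition above 40 after rounding to a whole number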;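 further: rat C6 glioma host cells with rolipram phosphodiesterase inhibitor present; the protocol text gives 20 µM as final concentration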
Target sequence (P43116 whole entry, looked up): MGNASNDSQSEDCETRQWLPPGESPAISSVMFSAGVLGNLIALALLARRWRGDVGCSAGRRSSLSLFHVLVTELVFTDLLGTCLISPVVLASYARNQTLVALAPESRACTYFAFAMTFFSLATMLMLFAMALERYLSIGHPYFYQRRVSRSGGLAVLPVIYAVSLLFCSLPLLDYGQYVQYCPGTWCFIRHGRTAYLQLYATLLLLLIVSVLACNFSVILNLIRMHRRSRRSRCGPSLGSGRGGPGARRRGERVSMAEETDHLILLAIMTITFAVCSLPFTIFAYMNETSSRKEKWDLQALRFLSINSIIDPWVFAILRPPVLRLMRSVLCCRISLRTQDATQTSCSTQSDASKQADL
Active calls of the source: *. This is a subset (hit frequency here may not be typical).

SMILES | EP2 antag
CC[C@@H](Cn1nc(-c2ccc(F)c(F)c2)ccc1=O)NC(=O)Cc1c[nH]c2ccccc12 | 5
CN(C(=O)CCc1ccccc1)c1nc2c(s1)CCc1occc1-2 | 7
CCC(C)NC(=O)CN1C(=O)c2ccccc2S1(=O)=O (configuration not stated) | 14
CCc1cccc(C)c1NC(=O)CN1CCC(n2nnc3cc(F)ccc32)CC1 | 12
Cc1cc(C)nc(SCCSc2nc(C)cc(C)n2)n1 | 7
Cc1cc2ncn(S(=O)(=O)c3ccc(S(N)(=O)=O)cc3)c2cc1C | 12
COc1ccc(OC)c(CN(Cc2cnc(N(C)C)nc2)CC2CCCO2)c1 (configuration not stated) | 10
CC(C)n1c(=O)oc2cc(S(=O)(=O)NCC3CC4CCC3C4)ccc21 (configuration not stated) | 7
Clc1ccccc1CN(CCCn1ccnc1)Cc1ccc2ncccc2c1 | 8
CCOc1ccccc1-n1c(SCC(=O)Nc2cccc(O)c2)nnc1-c1cccnc1 | 16
Clc1cccc(Cl)c1Cn1nnc2ccccc21 | 8
Cc1csc(NC(=O)CCC(=O)N(CC(=O)NC2CCCC2)c2ccccc2)n1 | 11
C=CC[n+]1c(C)ccc2ccccc21 | 22
COc1ccc(-c2cc3ncc(C#N)c(N)n3n2)cc1 | 10
O=C(NC(=S)Nc1ccc(I)cc1)c1cccnc1 | 9
COc1ccc(C(=O)NC2CCN(CC(=O)NCc3ccc(F)cc3)CC2)cc1OC | 14
COC(=O)[C@@H]1OC(=O)C2OC23[C@@]1(C)CCC1[C@@]2(C)CCC(=O)C(C)(C)C2C[C@@H](OC(C)=O)[C@]13C (some centres not stated) | 15
Clc1ccccc1CSc1nnc(COc2ccc(Br)cc2)o1 | 8
O=C1OC(c2ccccc2)=N/C1=C\c1cc2c(cc1Br)OCO2 | 9
Cc1nonc1CC(=O)NC(C)Cn1nc2c(C)cc3ccccc3n2c1=O (configuration not stated) | 4
NC(=O)CN1C(=O)N2CCN=C2c2ccccc21 | 6
Cn1ncc2c(Cl)ncnc21 | 13
O=C(CN1CCc2ccccc2C1)Nc1ccc(C(F)(F)F)cc1 | 8
CNc1nc2c(c(=O)[nH]c(=O)n2C)n1Cc1cccc2ccccc12 | 11
Cc1ccc(OCCNC(=O)C(C)Cn2cccn2)cc1 (configuration not stated) | 3
Cc1cccc(NC(=O)COc2ccc(Cl)cc2Cl)n1 | 11
Cc1ccc(CNC(=O)C2CCCN(c3cc(C)nc4ncnn34)C2)cc1 (configuration not stated) | 11
COc1cccc(N2C(=O)N(c3cccc(Cl)c3)C3CS(=O)(=O)CC32)c1 (configuration not stated) | 4
Cc1cc(C)cc(NC(=S)N2CCC(NC(=O)c3ccco3)CC2)c1 | 8
O=c1[nH]c2cc3c(cc2cc1CN(Cc1nnnn1Cc1ccco1)C1CCCCC1)OCCO3 | 26
COc1ccc(C(=O)Nc2ccc(NC(=O)c3cc4ccccc4o3)c(OC)c2)cc1 | 14
COc1ccc(/C=C2/C(=O)NN(c3ccc(I)cc3)C2=O)cc1OC | 8
COc1ccc(C2(NC(=O)c3cccc(N4CCCC4=O)c3)CCCCC2)cc1 | 7
Cc1ccsc1CN(CCCO)Cc1cc(F)ccc1F | 13
O=c1[nH]c2cc3nc(C(F)(F)F)[nH]c3cc2[nH]1 | 8
Cn1c(SCc2nc(-c3ccccc3)no2)nnc1C1CCCCC1 | 4
COc1ccc(C2(NS(=O)(=O)c3ccc4c(c3)sc(=O)n4C)CC2)cc1 | 7
Cn1nnc(NC(=O)Cc2ccc(Cl)cc2)n1 | 5
COc1ccccc1-c1cc(C(=O)N2CCC(O)(c3cccc(C)c3)CC2)no1 | 6
CN(C)CCN1C(=O)C(=O)/C(=C(\O)c2ccccc2)C1c1ccco1 (configuration not stated) | 3
CCOc1cc(C(c2c(C)[nH][nH]c2=O)c2c(C)[nH][nH]c2=O)cc(Cl)c1O | 7
COc1ccc(-c2csc(NC(=O)c3c(OC)cccc3OC)n2)cc1 | 10
CCc1[nH]nc(NS(=O)(=O)c2ccc3c(c2)oc(=O)n3C(C)C)c1C | 3
CCOCCCNC(=O)C1CCN(S(=O)(=O)c2ccc(OC)c(C)c2)CC1 | 7
CC(C)=CCc1c(O)cc2oc(C)cc(=O)c2c1O | 12
C=CC[C@@H]1C=C(C)C[C@H](C)C[C@H](OC)[C@H]2O[C@@](O)(C(=O)C(=O)N3CCCC[C@H]3C(=O)O[C@H](/C(C)=C/[C@@H]3CC[C@@H](O)[C@H](OC)C3)[C@H](C)[C@@H](O)CC1=O)[C@H](C)C[C@@H]2OC | 17
COc1ccc2[nH]c(=O)c(C(c3nnnn3C3CCCCC3)N3CCCc4ccccc43)cc2c1 (configuration not stated) | 5
CCCC(=O)Oc1ccc2ccc(=O)oc2c1 | 14
CCCn1c(SCC(=O)NC2CCCCC2)nnc1-c1cccnc1 | 11
Cc1cc(C)c(-n2cccn2)c(CN(CCCn2ccnc2)Cc2ccccc2F)c1 | 2
Cc1ccccc1CN(CCCn1ccnc1)Cc1cn[nH]c1-c1ccccc1 | 13
COc1c(C)cccc1C(=O)Nc1nc2ccc(F)cc2s1 | 16
Cn1c(Sc2ccc(-c3cccnc3)n2C)ccc1-c1cccnc1 | 13
CC(NC(=O)C1CCN(c2nc3ccccc3n2C)CC1)c1cccs1 (configuration not stated) | 7
Cc1ccc(C)c2[nH]c(=O)c(CN(Cc3nnnn3Cc3ccc(F)cc3)C3CCCCC3)cc12 | 8
CC12CCCC(O)(C1)C1CC(C)(C)C1CC2 (configuration not stated) | 10
COC(=O)CCSC(=S)c1cc2c([nH]1)CCCC2 | 15
NCOC(=O)Cc1ccc(Br)cc1 | 54*
Cc1ccc(N2CCCC2=O)cc1S(=O)(=O)Nc1ccc2c(c1)CC(=O)N2 | 0
O=S(=O)(NCc1ccc(F)cc1)c1ccc(S(=O)(=O)N2CCCC2)cc1 | 12

Nothing new here: an excerpt of the list.
SMILES | EP2 antag
CN(C)CCN1C(=O)C(=O)/C(=C(\O)c2ccccc2)C1c1ccco1 (configuration not stated) | 3
CCOc1cc(C(c2c(C)[nH][nH]c2=O)c2c(C)[nH][nH]c2=O)cc(Cl)c1O | 7

Other entries follow:
SMILES	EP2 antag
COCCN1C(=O)C(=O)/C(=C(\O)c2ccc(OC)c(C)c2)C1c1cccc(OC)c1OC (configuration not stated)	16
COc1ccc(NC(=O)C2CC(c3cccc(Br)c3)=NO2)cc1OC (configuration not stated)	13
Cc1cc(C)c2cc(CN(Cc3ccco3)S(=O)(=O)c3ccc(F)cc3)c(=O)[nH]c2c1	5
Cc1ccc(F)c(NC(=O)CSc2nc(-c3cccs3)cc(C(F)(F)F)n2)c1	12
Cc1ccc(C)c2[nH]c(=O)c(CC(C#N)C(=O)Nc3ccc(F)cc3)cc12 (configuration not stated)	12
CN1CCN(C(=O)CN(c2cccc(F)c2)S(C)(=O)=O)CC1	10
COc1cc(C(c2nnnn2Cc2ccccc2)N2CCc3ccccc3C2)ccc1O (configuration not stated)	12
Nc1nnc(CCOCCc2nnc(N)s2)s1	4
COc1cc2cc(C(c3nnnn3C3CCCC3)N3CCCc4ccccc43)c(=O)[nH]c2cc1OC (configuration not stated)	11
Cc1ccc2cc(CN(CCCO)S(=O)(=O)c3c(C)ccc4nsnc34)c(=O)[nH]c2c1	6
O=C(CCCc1c[nH]c2ccccc12)NC1CCCCCC1	8
C=CCNC(=O)c1cc2n(n1)C(C(F)(F)F)CC(c1ccco1)N2 (configuration not stated)	9
Cc1cc2cc(CN(C(=S)NCc3ccco3)C3CCCC3)c(=O)[nH]c2cc1C	10
CC(C)N(C(=O)CN1C(=O)[C@@H]2CCCN2C(=O)c2ccccc21)C(C)C	8
CC(C)NC(=O)Cn1nnc(-c2ccc(F)cc2)n1	17
COc1ccc(NC(=O)CSc2nnnn2C)c(OC)c1	20
Cc1cccc(N(CC(=O)Nc2ccc3c(c2)OCCO3)S(C)(=O)=O)c1C	14
CCC(C)(C)NC(=O)C(c1ccccc1F)N(C(=O)Cn1nnc2ccccc21)C1CC1 (configuration not stated)	5
O=C(CCCC(=O)N(CC(=O)NC1CCCC1)C1CCCCC1)Nc1ccccn1	6
CC(C)(C)c1ccc(OCC(=O)O)c(Cl)c1	6
COc1cc(-c2nc3ccc(C)cn3c2NC(C)(C)C)ccc1O	8
CC(Sc1nnc(C2CCCCC2)n1-c1cccc(Cl)c1)C(=O)O (configuration not stated)	26
Cc1nc(NC(=O)c2ccc(Cl)c(Cl)c2)sc1C	11
COc1ccc(-c2nnc(SCC(=O)NCc3ccc4c(c3)OCO4)o2)cc1OC	10
COc1ccc2cc(C)c3nn(CC(=O)N4CCCCCC4)c(=O)n3c2c1	5
CC(C)c1ccc(C2C(C#N)=C(N)Oc3n[nH]c(-c4cccs4)c32)cc1 (configuration not stated)	9
COc1ccc2ccccc2c1CN(CCN1CCOCC1)Cc1cccnc1	6
COc1ccccc1NC(=O)N(Cc1ccc(F)cc1)Cc1cc2cccc(C)c2[nH]c1=O	12
O=C(COC(=O)c1cccnc1)Nc1cccc(Cl)c1Cl	4
COc1cccc2cc(C(=O)Nc3ccccc3O)c(=O)oc12	6
CCN(CC)c1ccc2cc(C(=O)Nc3ccc(Br)cc3)c(=O)oc2c1	5
CCOC(=O)c1c(-c2ccc(CC)cc2)csc1N	9
CC1CCc2c(sc(NC(=O)c3ccc(F)cc3)c2C#N)C1 (configuration not stated)	11
COc1ccc(C2C(C(=O)Nc3ccccc3OC)=C(C)NC3=C2C(=O)CCC3)c(OC)c1 (configuration not stated)	8
O=S(=O)(Nc1ccc(Cl)cn1)c1cccc(S(=O)(=O)c2ccc(Cl)cc2)c1	8
COCOc1ccc(C=O)cc1OCOC	12
CCC(C)(C)Nc1ncccc1C(=O)O	7
Cc1ccc(NC(=O)c2nc3ncccn3n2)cc1F	10
O=C(COC(=O)c1cc2ccccc2oc1=O)c1ccc(Cl)cc1Cl	8
Cc1sc2nc(SCC(=O)c3ccccc3)n(C)c(=O)c2c1C	9
CCN(CC)C(=O)c1sc(NC(=O)c2ccc3c(c2)OCO3)c(C(=O)OC)c1C	12
CC(C)[C@H](Cn1nnc2ccccc21)NC(=O)c1cnn2cccnc12	9
CCc1ccccc1NC(=S)N(Cc1ccco1)Cc1cc2ccc(OC)cc2[nH]c1=O	30
COc1ccc(-n2c(SCC(=O)Nc3cccc(C(F)(F)F)c3)nnc2-c2cccnc2)cc1	10
COc1ccc(Cc2nnc(NC(=O)C(C)(C)Oc3ccc(Cl)cc3)s2)cc1OC	10
Cc1cc(C)c2[nH]c(=O)c(C(c3nnnn3Cc3ccccc3)N3CCOCC3)cc2c1 (configuration not stated)	22
COC(=O)C1=C[C@@H](C(=O)OC)C2C3=C(C(=O)C24CCCCC4)[C@H](C)n2c(=O)n(C)c(=O)n2[C@@H]3C1 (some centres not stated)	4
CC1CCCN(c2nc3c(c(=O)[nH]2)CCN(Cc2ccc4nccnc4c2)C3)C1 (configuration not stated)	14
CCN1CCCC1CNC(=O)C(=O)Nc1ccccc1C (configuration not stated)	4
Cc1ncccc1-c1cc2cccnc2n1CCC(=O)N1CCC(C(N)=O)CC1	7
Nc1cc(=O)[nH]c2nnc(SCc3ccc(Cl)cc3)n12	10
O=C(CN(C1CC1)S(=O)(=O)c1ccc(S(=O)(=O)N2CCCCC2)cc1)Nc1ccccc1	2
COc1cc(C(=O)Nc2ccc(N3CCN(S(C)(=O)=O)CC3)cc2)cc(OC)c1OC	7
CC(NC(=O)c1cc(C(C)(C)C)nn1C)c1nc2ccccc2[nH]1 (configuration not stated)	6
Cc1nc2c(c(=O)[nH]1)CN(Cc1ccc(F)c(F)c1)CC2	8
CCOC(=O)CN1C(=O)N[C@@H](c2ccccc2)[C@H](C(C)=O)[C@H]1C	18
O=C(CSc1nnc(-c2ccccc2F)o1)N1c2ccccc2CCc2ccccc21	13
CCn1cc(S(=O)(=O)N(C)Cc2ccc3ncccc3c2)c(C)n1	4
NC(=O)C1=C[C@@H](C2CCCCC2)C[C@@H](OCc2ccc(CO)cc2)O1	9
COc1ccccc1NCc1cc2c(C)nn(-c3ccc(F)cc3)c2[nH]c1=O	22

Remaining list, next part.
SMILES	EP2 antag
COc1ccccc1CN(Cc1cc2cc(C)ccc2[nH]c1=O)Cc1nnnn1C1CCCC1	6
CN(C)CCCN1c2ccccc2Sc2ccc3ccccc3c21	12
NC(Cc1c[nH]c2ccccc12)C(=O)Nc1ccccc1 (configuration not stated)	20
Cc1ccc(Cn2c(CCNc3nc(-c4ccc(Cl)c([N+](=O)[O-])c4)cs3)nc3cc(Cl)c(Cl)cc32)cc1	4
CCC(C)NC(=O)C1CCN(Cc2ccc(OC)cc2)CC1 (configuration not stated)	9
Cc1cc(C)c2c(c1)c(C)cc1nnc(SCC(=O)Nc3ccccc3C(F)(F)F)n12	14
COc1cc(/C=C2\C=C(c3ccc(C)cc3)OC2=O)cc(Cl)c1OC(C)=O	20
COCCNC(=O)c1ccccc1NS(=O)(=O)c1ccc2c(c1)OCCO2	11
CC1CCN(CC(O)c2ccc3c(c2)CCCN3C(=O)c2ccc(F)cc2)CC1 (configuration not stated)	8
CO[C@@H](NC(N)=O)C(=O)O	10
CCN(CC)CCCN1C=C2C(=O)C(C)(OC(=O)CCC(=O)OC)C(=O)C(Br)=C2C=C1c1ccc(OC)cc1 (configuration not stated)	16
CCOCCCNc1nc2c(c(=O)[nH]c(=O)n2C)n1CCOC	9

Look-ups from above:
`Cc1cc(C)c(-n2cccn2)c(CN(CCCn2ccnc2)Cc2ccccc2F)c1` in EP2 antag has 2
`COCCNC(=O)c1ccccc1NS(=O)(=O)c1ccc2c(c1)OCCO2` in EP2 antag has 11
`NC(=O)C1=C[C@@H](C2CCCCC2)C[C@@H](OCc2ccc(CO)cc2)O1` in EP2 antag has 9
`COc1cc2cc(C(c3nnnn3C3CCCC3)N3CCCc4ccccc43)c(=O)[nH]c2cc1OC` (configuration not stated) in EP2 antag has 11
`Clc1cccc(Cl)c1Cn1nnc2ccccc21` in EP2 antag has 8
`O=C(CN1CCc2ccccc2C1)Nc1ccc(C(F)(F)F)cc1` in EP2 antag has 8

Rewritten with each value named: part of the list above
O=C(COC(=O)c1cccnc1)Nc1cccc(Cl)c1Cl
  EP2 antag: 4
COc1cccc2cc(C(=O)Nc3ccccc3O)c(=O)oc12
  EP2 antag: 6
CCN(CC)c1ccc2cc(C(=O)Nc3ccc(Br)cc3)c(=O)oc2c1
  EP2 antag: 5

Screening data from PubChem BioAssay.
